Bcl-XL Bim block = human Bim-Bcl-XL interaction inhibition; Q07817; inhibition, % at 10 µM; hit rate 0.04% among 190,000; Bim peptide-Bcl-XL binding, bead flow cytometry, fluorescence; AID 1007
RGS4-Gao reg = human RGS4-Galphao interaction regulation; binding response (% of control), % at 10 µM; hit rate 0.33% among 220,000; AID 1415; Multiplexed bead flow cytometry, RGS4-Galphao binding; actives lie on both sides; in the data active means binding response below about 49% or above about 150%; inactive means in between;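 further: fluorescent Galphao activated with aluminum fluoride binding bead-coupled RGS4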
RGS8-Gao = regulators of human RGS8-Galphao interaction; P09471; multiplexed bead flow cytometry, RGS8-Galphao binding; actives lie on both sides; response (percent of control binding), % at 10 µM; hit rate 0.34% among 220,000; AID 1423; in the data active means response below about 60% or above about 140%; inactive means in between;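 further: Galphao activated as the GDP aluminium fluoride complex binding bead-coupled RGS8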
Bfl-1 Bim block = human Bim-Bfl-1 interaction inhibition; Q16548; Bead-based flow cytometry, Bim-Bfl-1 binding inhibition; inhibition, % at 10 µM; hit rate 0.12% among 190,000; AID 1008;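 further: 0% = wells without compound plus tracer and 100% = blocker peptide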
ABCG2 block = blocks JC-1 efflux by human ABCG2 transporter. inhibition, % at 6.6 µM. IgMXP3 cells, flow cytometry. Q9UNQ0. hit rate 0.1% among 190,000;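 active means inhibition above 80%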;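 further: 0% = DMSO and 100% = nicardipine control wells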
Target sequence (Q9UNQ0 whole entry, looked up): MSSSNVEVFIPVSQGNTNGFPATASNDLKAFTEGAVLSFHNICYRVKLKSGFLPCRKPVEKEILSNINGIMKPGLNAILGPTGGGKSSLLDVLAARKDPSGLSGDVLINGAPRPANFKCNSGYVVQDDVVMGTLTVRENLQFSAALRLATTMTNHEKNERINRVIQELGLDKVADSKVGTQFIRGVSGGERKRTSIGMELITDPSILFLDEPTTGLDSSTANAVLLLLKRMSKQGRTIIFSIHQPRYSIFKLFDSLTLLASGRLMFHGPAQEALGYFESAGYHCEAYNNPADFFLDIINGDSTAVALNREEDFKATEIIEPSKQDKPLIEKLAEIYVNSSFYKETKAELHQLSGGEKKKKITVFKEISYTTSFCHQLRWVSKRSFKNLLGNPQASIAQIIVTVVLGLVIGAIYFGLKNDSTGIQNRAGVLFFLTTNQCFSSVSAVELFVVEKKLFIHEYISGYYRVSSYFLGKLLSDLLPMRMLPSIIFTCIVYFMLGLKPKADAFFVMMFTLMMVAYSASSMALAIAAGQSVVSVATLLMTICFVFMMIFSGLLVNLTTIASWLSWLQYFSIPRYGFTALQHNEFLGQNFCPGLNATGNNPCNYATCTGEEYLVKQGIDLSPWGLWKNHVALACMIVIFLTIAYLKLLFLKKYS
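Test system: IgMXP3 (ABCG2) plus far-red-tagged CCRF-Adr (ABCB1) cells. Reagent: JC-1 dye as substrate. Timing: 10 min exposure at 25 °C with rotation, no wash. Measured by: flow cytometric JC-1 green MFI at 530 nm. Read-out: percent efflux inhibition, scaled nicardipine 100% to DMSO 0%. Control set: nicardipine and DMSO wells.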
Bim-Mcl-1 = disrupts Bim peptide binding to human Mcl-1; Q07820; Bead-based flow cytometry, Bim peptide-Mcl-1 binding; inhibition, % at 10 µM; hit rate 0.1% among 190,000;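 further: 0% = no compound tracer wells and 100% = peptide blocker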
Bcl-2 Bim block = disrupts Bim peptide binding to human Bcl-2; inhibition, % at 10 µM; P10415; hit rate 0.06% among 190,000; Bead-based flow cytometry, Bim peptide-Bcl-2 binding; in the data active means inhibition above about 40%; inconclusive means no clear call, values can overlap the other calls;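 further: 0% = no compound wells with probe peptide and 100% = reference peptide inhibitor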
Target sequence (P10415 whole entry, looked up): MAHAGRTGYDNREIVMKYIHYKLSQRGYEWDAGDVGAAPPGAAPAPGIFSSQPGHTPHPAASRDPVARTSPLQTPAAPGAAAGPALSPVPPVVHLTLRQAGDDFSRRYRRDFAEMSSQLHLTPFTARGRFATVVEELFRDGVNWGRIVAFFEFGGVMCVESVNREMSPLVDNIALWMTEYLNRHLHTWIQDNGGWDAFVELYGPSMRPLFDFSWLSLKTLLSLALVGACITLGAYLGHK
Bcl-W Bim block = human Bim-Bcl-W interaction inhibition. bead-based flow cytometry, Bim peptide-Bcl-W binding. hit rate 0.02% among 190,000. AID 952. inhibition, % at 10 µM. Q92843;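 further: 0% = bound tracer without compound and 100% = peptide blocker; higher means less fluorescent Bim peptide bound to Bcl-W beads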
Target sequence (Q92843 whole entry, looked up): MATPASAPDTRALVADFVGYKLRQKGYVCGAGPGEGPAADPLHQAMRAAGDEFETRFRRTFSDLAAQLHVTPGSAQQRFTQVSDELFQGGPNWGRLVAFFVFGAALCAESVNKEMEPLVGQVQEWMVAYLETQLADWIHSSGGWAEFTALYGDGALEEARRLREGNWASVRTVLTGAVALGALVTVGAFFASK
Bim-Bcl-B = inhibitors of Bim-Bcl-B interaction, human; inhibition, % at 10 µM; Q9HD36; hit rate 0.073% among 190,000; bead-based flow cytometry, Bim peptide-Bcl-B binding; AID 951;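 further: 0% = tracer peptide without compound and 100% = reference inhibitor peptide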
ABCB1 block = blocks JC-1 efflux by human ABCB1 transporter; CCRF-Adr cells, flow cytometry; inhibition, % at 6.6 µM; hit rate 0.067% among 190,000; in the data active means inhibition above about 40%;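 further: 0% = vehicle and 100% = reference inhibitor; higher value means more JC-1 retained so stronger ABCB1 efflux block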
RGS7-Gao reg = modulates binding of RGS7 to human Galphao; P09471; Multiplexed bead flow cytometry; actives lie on both sides; binding response (% of control), % at 10 µM; hit rate 0.35% among 220,000; AID 1439; in the data active means binding response below about 49% or above about 150%; inconclusive means no clear call, values can overlap the other calls; inactive means in between;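 further: fluorescent Galphao held in activated GDP-AlF4 state binding bead-coupled RGS7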
The depositor's hits bear a star; ? = inconclusive; . = not tested or not shown. Unless noted, no stated cut-off is given here; in the data, active means inhibition above about 40%. An unsorted share of the library (roughly 0.94% active in at least one column).

SMILES	Bcl-XL Bim block	RGS4-Gao reg	RGS8-Gao	Bfl-1 Bim block	ABCG2 block	Bim-Mcl-1	Bcl-2 Bim block	Bcl-W Bim block	Bim-Bcl-B	ABCB1 block	RGS7-Gao reg
CCOC(=O)c1ccccc1NC(=O)COC	-4	102	100	-13	-1	-5	-8	0	-6	0.5	99
COc1ccc(OC)c(/C=N/NC(=O)C(=O)NCc2cccnc2)c1	1	96	105	-2	9	-6	-1	1	-2	0.3	94
CC(C)OCCCNC(=O)C(C)Oc1ccccc1 (stereo not drawn)	3	102	101	-9	1	0	-9	3	-7	-0.1	102
CN(C)/N=C/c1cc(Cl)cc([N+](=O)[O-])c1O	-4	79	89	0	12	-1	0	0	-1	1.2	96
COc1ccc2c(c1OC)C(=O)N1N=C(c3ccccc3)CC21 (stereo not drawn)	2	115	111	-10	1	-2	-11	-3	-7	-1.2	110
CC(C)(Oc1ccc(Cl)cc1)C(=O)OCn1nnc2ccccc2c1=O	-1	98	103	-9	1	0	-4	-2	-8	0.9	93
N#C/C(=C\c1ccccc1)c1ccccn1	1	101	100	-3	5	2	1	0	-1	-0.1	?
NC(=O)CSc1ccc(Br)cc1	4	104	101	-11	1	0	-8	1	-8	0.4	103
CCC(C)(C)n1nnnc1C(C(C)C)N(Cc1cccnc1)Cc1ccco1 (stereo not drawn)	-2	93	98	-5	4	0	-3	-1	-2	2.3	94
CCCCCC(C)n1[nH]c(=O)cc1N (stereo not drawn)	-3	98	99	-12	3	4	-3	0	-9	1.0	98
CC1=CC(C)C(C(=O)O)C(C(=O)Nc2cccnc2)C1 (stereo not drawn)	3	102	103	-2	0	2	1	2	0	-0.1	105
CC1(C)Cc2nc(Cl)c(C#N)cc2CO1	0	102	99	-3	8	0	-3	0	0	0.5	100
O=[N+]([O-])c1ccccc1Oc1ccc(Cl)c2cccnc12	-2	97	83	1	6	-1	1	0	4	1.6	99
CCOc1cc2c(cc1OCC)C(c1ccc(OC)c(OC)c1)N(c1ccc(C(=O)O)cc1)C(=O)C2 (stereo not drawn)	0	100	99	-4	32	1	0	0	-2	1.1	?
COc1ccc(/C(O)=C2/C(=O)C(=O)N(CCN(C)C)C2c2cccnc2)cc1OC (stereo not drawn)	0	99	103	1	-3	2	1	0	-1	-0.5	102
O=C(COc1cccc2ccccc12)Nc1cc(S(=O)(=O)N2CCOCC2)ccc1N1CCOCC1	-2	91	92	-1	5	-2	-3	-3	-2	1.8	89
CCn1cc(CN2N=C(C)CC2c2ccccc2)c(C)n1 (stereo not drawn)	-2	104	102	-5	6	-3	-2	-1	-7	1.0	98
CC1(C)CC(=O)C2=C(C1)N1CCCCC1CC2=O (stereo not drawn)	-10	98	98	-18	27	-8	-13	-5	-8	0.2	97
COC(Cc1n[nH]c(=S)n1-c1ccccc1)OC	-7	104	104	-14	1	-6	-12	-1	-19	0.4	104
COc1ccccc1NC(=O)CC(NC1CCCCC1)C(=O)O (stereo not drawn)	-7	100	107	-12	-3	-6	-2	-5	-1	-0.1	100

Entries from the list above that have a nitro group on carbon:
SMILES	Bcl-XL Bim block	RGS4-Gao reg	RGS8-Gao	Bfl-1 Bim block	ABCG2 block	Bim-Mcl-1	Bcl-2 Bim block	Bcl-W Bim block	Bim-Bcl-B	ABCB1 block	RGS7-Gao reg
CN(C)/N=C/c1cc(Cl)cc([N+](=O)[O-])c1O	-4	79	89	0	12	-1	0	0	-1	1.2	96
O=[N+]([O-])c1ccccc1Oc1ccc(Cl)c2cccnc12	-2	97	83	1	6	-1	1	0	4	1.6	99

The results go on:
SMILES	Bcl-XL Bim block	RGS4-Gao reg	RGS8-Gao	Bfl-1 Bim block	ABCG2 block	Bim-Mcl-1	Bcl-2 Bim block	Bcl-W Bim block	Bim-Bcl-B	ABCB1 block	RGS7-Gao reg
CCOC(=O)C1=C(C)NC(SCC(=O)O)=C(C#N)C1c1ccco1 (stereo not drawn)	-5	99	101	0	3	-3	0	0	-3	0.7	95
C=CCc1cccc2cc(C(=O)NCc3ccc(C(=O)OCC)o3)c(=O)oc12	-6	100	101	-12	2	-5	-15	-1	-10	0.4	103
Cc1ccc(Cn2ccc(NC(=O)c3cc(-c4ccc(Br)cc4)on3)n2)cc1	-2	99	100	-14	2	0	-11	0	-5	0.3	100
Cc1c(O)ccc2c3c(c(=O)oc12)CCC(C)C3 (stereo not drawn)	-6	101	103	-11	2	4	-3	-1	-2	0.1	104
CCCc1ccc(OCC(O)CN2CCN(c3ccccc3)CC2)cc1 (stereo not drawn)	-13	106	97	-3	1	-5	-3	-5	-10	0.7	105
CCN(CC)CC#CC(C)OCOCC#CCOC (stereo not drawn)	7	100	100	-11	-3	-1	-7	-5	-8	-2.4	97
Cc1ccc(NC(=O)CSCc2c(C)noc2C)cc1C	-12	94	77	0	5	1	0	-1	-1	0.7	96
CCC(=O)Nc1nnc(SCC(=O)Nc2ccc(F)cc2)s1	-13	102	103	-14	2	-3	-10	1	-8	0.2	102
CC1(C)Cc2c(sc3nc(SCC(=O)N4CCOCC4)nc(N)c23)CO1	-7	105	101	-7	2	-2	-11	1	-20	0.2	103
CCOC(=O)C1=C(C)N(c2ccccc2)C(=O)/C1=C\c1ccco1	0	103	104	3	4	2	4	3	1	0.6	114
CCOC(=O)c1cn(Cc2cccc(Cl)c2)nn1	-3	102	103	-1	6	-3	0	-1	-3	2.5	103
O=C(Nc1ccccc1OC(F)F)C1CCCN1C(=O)c1cccs1 (stereo not drawn)	-9	102	105	-2	26	-3	1	-3	-6	10	102
c1ccc(-n2c(SCC3CCCCO3)nnc2-c2cnccn2)cc1 (stereo not drawn)	0	105	101	-1	0	-1	-2	-1	-5	0.2	107
Cc1oc2ccc(OC(=O)c3cccs3)cc2c1C(=O)OC(C)C	-6	99	101	-2	4	-2	0	-3	-10	0.2	99
COc1ccc(/C=N/NC(=O)c2snnc2C)c(OC)c1OC	-3	106	115	-1	1	0	5	-3	-4	0.3	107
Cc1ccc(C)n1NC(=O)c1ccccc1Cl	-3	100	100	-16	5	-3	-11	1	-9	1.3	96
O=Cc1c(N2CCCCC2)nc2ccccn2c1=O	4	103	105	8	1	-1	0	9	4	-0.3	111
O=C(CSc1nc(-c2ccco2)cc(C(F)(F)F)n1)N1CCCc2ccccc21	.	98	98	.	21	.	?	.	.	0.2	100
COc1cccc(CN(C)C(=O)c2csc3c2CCCC3)c1OC	2	104	100	-5	2	20	-1	0	2	0.7	101
CCC1(C)Cc2c(sc3nnn(Cc4ccccc4Cl)c(=O)c23)CO1 (stereo not drawn)	0	110	104	-8	4	-2	-4	0	-8	1.0	102

Next part, overlapping the part above by 2 compounds.
SMILES	Bcl-XL Bim block	RGS4-Gao reg	RGS8-Gao	Bfl-1 Bim block	ABCG2 block	Bim-Mcl-1	Bcl-2 Bim block	Bcl-W Bim block	Bim-Bcl-B	ABCB1 block	RGS7-Gao reg
COc1cccc(CN(C)C(=O)c2csc3c2CCCC3)c1OC	2	104	100	-5	2	20	-1	0	2	0.7	101
CCC1(C)Cc2c(sc3nnn(Cc4ccccc4Cl)c(=O)c23)CO1 (stereo not drawn)	0	110	104	-8	4	-2	-4	0	-8	1.0	102
COCc1cc(C(C)=O)ccc1OC	0	97	100	-1	1	-1	-4	-1	1	0.3	101
CCCCC(=O)Nc1ccc(NC(=S)NC(=O)CC)cc1OC	10	104	106	15	4	6	10	6	7	0.8	107
COC(=O)c1ccc(CN2CCN(CC=C(C)C)C(CCO)C2)cc1 (stereo not drawn)	-1	108	133	1	0	0	0	0	2	0.2	109
Fc1cccc(CSc2ncnc3c2oc2ccccc23)c1	-1	101	101	-7	7	0	-7	-4	-7	0.7	101
Clc1ccc(-c2ccnc(Oc3cc(Cl)ccc3Cl)n2)cc1	0	98	101	-1	2	-3	2	0	-4	0.1	99
O=C(Nc1ccncc1)C1CCN(S(=O)(=O)c2cccs2)CC1	0	98	97	-5	4	0	-2	1	-1	0.2	?
CCOP(=O)(OCC)c1nc(-c2ccc(F)cc2)oc1NCc1ccccc1	-2	97	98	-4	5	0	-4	0	-2	1.6	?
COc1ccc(N2CCN(S(=O)(=O)c3ccc(-n4cnnn4)c(C)c3)CC2)cc1	-4	103	102	1	1	0	1	-2	0	0.2	101
CCC(C)/C(C)=N/NC(=O)C1COc2ccccc2O1 (stereo not drawn)	-10	101	101	-11	-3	-4	-3	-4	-5	-0.1	101
COc1ccc(NS(=O)(=O)Cc2ccccc2Cl)cn1	2	97	96	4	2	0	4	-1	4	0.5	99
CCOC(=O)C1(CCc2ccccc2)CCN(C(=O)C2CCCO2)CC1 (stereo not drawn)	0	92	96	-8	-1	0	1	0	-2	0.8	96
C/C(=N\NC(=O)c1ccccc1-n1cccc1)C1CC1	9	83	86	6	7	3	0	6	8	0.4	82
O=C(NCc1ccccc1)C(c1ccc(O)cc1)N(C(=O)Cn1nnc(-c2cccs2)n1)c1ccc2c(c1)OCCO2 (stereo not drawn)	0	99	103	19	-1	0	-11	1	0	-0.6	98
CCOC(=O)c1ccc[n+](C(C)C(=O)c2ccc(-c3ccccc3)cc2)c1 (stereo not drawn)	-7	98	99	0	5	-4	1	-5	-9	1.5	99
CCCc1ccc(C(=O)NNC(=O)c2ccc(Br)cc2)cc1	-10	98	99	-11	-1	-4	-2	-5	-13	0.0	99
CN(C)C(=O)N1CCNCC1	-3	99	100	-6	0	-4	-1	1	0	-0.1	98
C=CCS(=O)(=O)c1cccc2cccnc12	1	92	80	3	4	0	3	3	0	0.0	96
COc1cc(C#N)c(N=C(SCC#N)N2CCOCC2)cc1OC	1	102	102	2	0	-3	-2	0	6	-0.2	?
CCOC(=O)Cc1csc(NS(=O)(=O)c2ccc3c4c(cccc24)C(=O)N3CC)n1	-7	101	96	-10	0	-1	-7	0	-6	-0.2	102
O=C(Nc1cccnc1)c1ccc(Oc2ccccc2)cc1	0	107	104	-7	0	1	0	4	-2	0.0	101
COc1ccccc1NC(=O)Cn1cnc2sc(C(=O)NCc3ccco3)c(C)c2c1=O	0	99	101	-3	0	1	1	-1	0	-0.2	101
COc1ccc(-c2nc3n(n2)C(c2ccccc2)C2=C(CCCC2=O)N3)cc1OC (stereo not drawn)	1	82	98	-3	-1	3	1	2	2	0.2	85
O=C(OCn1ncc(Cl)c(Cl)c1=O)c1cccc(C(F)(F)F)c1	-2	97	97	3	2	-3	0	-4	-2	0.3	98
CCOC(=O)c1c(NC(=O)Cn2cnc3scc(-c4ccc(C)cc4)c3c2=O)sc(C)c1C	-5	103	105	-9	-10	-2	-9	-4	-7	-0.5	96
Cc1ccccc1NS(=O)(=O)c1cc(C(=O)N2CCc3ccccc3C2)ccc1C	-4	92	94	-5	0	-2	-6	-4	-5	-0.1	92
COC(=O)c1sccc1NC(=O)CSc1ccccc1NS(=O)(=O)c1cc(Cl)ccc1Cl	0	100	102	-1	1	1	1	1	3	0.6	97
COc1cccc(N/C(SC)=C(/C#N)C(=O)NCc2cccs2)c1	-2	104	102	-3	7	-3	0	-2	-2	1.2	99
Cc1onc(-c2ccccc2)c1C(=O)Nc1ccc(-c2nnc3n2CCCCC3)cc1	-3	107	104	-7	0	0	-9	-3	-10	-2.7	106
COc1ccc(-c2nc3ccccc3s2)cc1NC(C)=O	-1	98	100	-5	0	-2	-8	-6	-6	-0.4	?
